KAT2A inh: inhibitors of human GCN5L2 histone acetyltransferase | Q92830 | Potency, µM (series often up to 58.9 µM), inactives show at the top dose activity change, negative = inhibition, usual class: inhibitors | GCN5L2 HAT assay, ThioGlo1 CoA-SH fluorescence | 390,000 compounds, 0.21% hits
Target sequence (Q92830 whole entry, looked up): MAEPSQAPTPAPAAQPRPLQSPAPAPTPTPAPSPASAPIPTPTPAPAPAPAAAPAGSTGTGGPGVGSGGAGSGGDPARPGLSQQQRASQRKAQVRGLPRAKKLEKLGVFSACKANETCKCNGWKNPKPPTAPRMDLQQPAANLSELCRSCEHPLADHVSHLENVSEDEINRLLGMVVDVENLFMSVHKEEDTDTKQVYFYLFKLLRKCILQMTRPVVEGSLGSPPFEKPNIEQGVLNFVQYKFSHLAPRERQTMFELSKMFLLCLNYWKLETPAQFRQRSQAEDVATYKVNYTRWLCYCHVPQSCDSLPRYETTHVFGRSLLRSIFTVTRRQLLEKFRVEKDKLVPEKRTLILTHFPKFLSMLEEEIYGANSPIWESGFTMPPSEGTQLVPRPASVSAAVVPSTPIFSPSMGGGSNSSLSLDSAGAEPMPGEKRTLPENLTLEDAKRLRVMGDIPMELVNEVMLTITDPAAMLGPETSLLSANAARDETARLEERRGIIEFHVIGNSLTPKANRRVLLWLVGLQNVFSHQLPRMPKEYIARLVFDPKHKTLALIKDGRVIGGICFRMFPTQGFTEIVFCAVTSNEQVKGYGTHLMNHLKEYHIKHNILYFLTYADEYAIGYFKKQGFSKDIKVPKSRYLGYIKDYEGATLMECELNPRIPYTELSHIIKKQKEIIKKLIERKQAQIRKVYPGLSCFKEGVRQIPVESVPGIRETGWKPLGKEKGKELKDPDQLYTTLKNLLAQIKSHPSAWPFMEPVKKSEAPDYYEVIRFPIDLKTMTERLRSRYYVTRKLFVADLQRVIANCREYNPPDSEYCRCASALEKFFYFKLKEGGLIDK
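Free CoA generated was detected with ThioGlo1 (50uM) fluorescence at Ex340nm/Em540nm, read immediately and after 20 min at room temperature. Enzyme, 20 nM in HEPES pH 7.5 buffer, saw compounds 15 min before adding 75uM H3(1-25) peptide and 70uM acetyl-CoA.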
DT40 TDP1 CPT: DT40-hTDP1 cell growth loss with CPT | chicken DT40 Tdp1-/-;hTDP1 cells + 20 nM CPT, ATP luminescence, 48 h | Potency, µM (doses to about 46.2 µM), inactives show at the top dose activity change, negative = growth inhibition, most hits filed as inhibitors | 420,000 compounds, 12% hits | AID 686979; also: nearly all actives have a fitted effect of over 55% in size
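Chicken DT40 Tdp1-/- cells complemented with human TDP1, 400 cells/well, exposed to compounds plus 20 nM camptothecin for at least 48 h at 37 C; viability read as ATP content by CellTiter-Glo luminescence.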
TDP1 cell noCPT: qHTS for Inhibitors of human tyrosyl-DNA phosphodiesterase 1 (TDP1): qHTS in cells in absence of CPT; DT40 Tdp1-/- hTDP1 cells, no CPT, ATP luminescence, 48 h; Potency, µM (doses to about 46.2 µM), without a hit: at the top dose activity change, negative = growth inhibition, most hits filed as inhibitors; 420,000 compounds, 15% hits; also: nearly all actives have a fitted effect of over 55% in size
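Luminescent ATP content (CellTiter-Glo) served as the growth readout. Knockout chicken DT40 cells expressing human TDP1 were exposed to compounds without camptothecin for a minimum 48 hr at 37 °C.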
Active calls of the source: *; ? = inconclusive; . = no result given; & = joins results of further samples; [ ] = remark or other dose. Calls follow the shape of the dose curve; as a rule, active = well fitted curve in the direction sought with a large enough effect; inconclusive = small, poorly fitted or top-dose-only effect, or another doubt; inactive = no such curve, though single readings can be large; an effect the other way counts as inactive or inconclusive. % is scaled to controls: 0 for no effect and ±100 for the full control effect; potency is read from the fitted curve at half-maximal effect.

SMILES	KAT2A inh	DT40 TDP1 CPT	TDP1 cell noCPT
O=c1c2ccc(F)cc2sn1-c1ccccc1	.	2.6µM*	2.9µM*
COc1ccc([N+](=O)[O-])cc1NS(=O)(=O)c1cccc(C(=O)OC2CCOC2=O)c1 (stereo not given)	0%	2%	-8%
COc1ccc([C@H]2/C=C\CN(C(=O)c3ccccc3)[C@@H](C)C(=O)N2Cc2ccc(F)cc2)cc1	.	?	23µM*
CCn1cc(Br)c(C(=O)Nc2ccc(Cl)c(Cl)c2)n1	-7%	-11%	-27%
O=c1c(Cc2ccc(Cl)cc2Cl)c(O)ccn1Cc1ccc(Cl)cc1	-8%	-3%	?
Cc1cccc(Cn2c(-c3cccs3)nc3ccccc32)c1	-6%	-21%	?
CC(=O)N1CCC(=NNS(=O)(=O)c2cccc([N+](=O)[O-])c2)CC1	-2%[0.501 µM]	2%	-26%
Clc1ccc2ccc3cccnc3c2n1	5%	?	?
COc1ccc(/C=C/C(=O)NC(=S)Nc2ccc(S(=O)(=O)Nc3ccc(OC)nn3)cc2)cc1	4%	6%	-2%
COC(=O)C(NC(=O)CCc1c(C)nc2c(c(C)nn2-c2ccccc2)c1C)C(C)C (stereo not given)	-27%&-14%	16µM*	16µM*
CN1C(C(=O)NCc2cccs2)=CC(c2ccc(F)cc2)=NS1(=O)=O	-3%	3%	?
COc1ccc(NC(=O)CN2C(=O)NC3(CCCCC3C)C2=O)cc1OC (stereo not given)	-5%	-6%	-19%
CCOC(=O)c1cccc(NC(=O)C2CCN(S(=O)(=O)c3cnc[nH]3)CC2)c1	-5%	-29%	3%
O=C(Nc1ccc(NC(=O)c2ccccc2O)cc1)Nc1ccc(F)cc1F	-5%	-5%	-21%
O=C(O)c1cccc(N2C(=O)C3C4C=CC(C4=C(c4ccccc4)c4ccccc4)C3C2=O)c1 (stereo not given)	1%	13%	-4%
CCOC(=O)N1CCC(NC(=O)CC(NS(=O)(=O)c2ccc(C)cc2)c2ccco2)CC1 (stereo not given)	-7%	2%	-19%
Nc1ncnc2c1ncn2[C@@H]1O[C@H](C(=O)Nc2ccc(C(=O)N3CCCCC3)cc2)[C@@H](O)[C@H]1O	.	3%	6%
Cc1ccc2c(c1)N(C(=O)CCC(=O)NCCCN1CCOCC1)CCO2	14%	7%	-7%
O=C(CCS(=O)(=O)c1ccccc1)Nc1ccc(N2CCN(Cc3ccccc3)CC2)cc1	-2%	?	?
CC(C)(C)c1cc(NC(=O)c2cccnc2)no1	-2%	-1%	-13%
O=C(Nc1ccccc1OCc1cc(=O)n2ccccc2n1)c1ccccc1F	-4%	?	-29%
CC(=O)Nc1cccc(N2CCCC2=O)c1	-10%	-17%	-12%
CCCCCCNC(=O)N1C/C=C\C(c2ccc(OC)cc2)N(Cc2ccc(F)cc2)C(=O)C1 (stereo not given)	-12%	?	23µM*
O=C(CSCc1c(Cl)cccc1Cl)Nc1ccc2c(c1)OCO2	-6%	?	18µM*
CCOc1ccc(S(=O)(=O)N2CCN(c3ccccc3)CC2)c2cccnc12	-14%	0%	-1%
(further entries)
SMILES	KAT2A inh	DT40 TDP1 CPT	TDP1 cell noCPT
CCOC(=O)c1ccc(NC(=O)Nc2cc(C)on2)cc1	-3%	-29%	-22%
Cc1ccc(C(C)C)c(OCC(=O)N/N=C/c2cccn2C)c1	-30%	?	15µM*
CC1(C)CC2(CCO1)OC(=O)CC2C(=O)Nc1ccc(Cl)cc1[N+](=O)[O-] (stereo not given)	2%	?	-1%
COc1cc(/C=C2\SC(=N)N(c3ccc4c(c3)OCO4)C2=O)cc(OC)c1O	0%	-30%	?
CCCN(CCC)C(=O)CN1C(=O)CSc2ccc(S(=O)(=O)N3CCC(C)CC3)cc21	-3%	?	?
CNC(=O)/C(C#N)=C\c1cc(C)n(-c2ccc(N3CCOCC3)cc2)c1C	-7%	?	?
NC(=S)NN=C1c2ccccc2-c2ccccc21	-4%	5.2µM*	2.9µM*
Cc1ccc2cc(CCl)c(Cl)nc2c1	-10%	16µM*	21µM*
CCOc1ccc(NC(=O)COC(=O)Cn2cnnn2)cc1OCC	-25%	-25%	3%
O=C(/C=C\c1ccco1)Nc1cc([N+](=O)[O-])ccc1F	-1%	2.1µM*	1.6µM*
CCc1ccc(CNC(=O)c2cc3c(=O)n(CC)c4ccccc4c3s2)cc1	-1%	?	29µM*
CCC(CC)C(=O)Nc1ccc2nc(SCc3ccccc3)sc2c1	-9%	16µM*	16µM*
COCCN(C(=O)COC(=O)CSc1ccc(Cl)cc1)c1c(N)n(CC(C)C)c(=O)[nH]c1=O	4%	-9%	1%
Cc1ccc(CN2CCN(C(=O)CCC(=O)Nc3nnc(C(C)C)s3)CC2)c(C)c1	-6%	?	?
Cc1ccccc1CCNC(=O)C1CCC(=O)N(Cc2ccc(Cl)cc2)C1 (stereo not given)	-2%	-27%	?
CCc1nc(SCC(=O)Nc2cc(C)ccc2OC)c2c(C)c(C)sc2n1	-5%	-6%	15µM*
O=C(O)c1cccc(NS(=O)(=O)c2cccc(C(=O)Nc3ccccc3[N+](=O)[O-])c2)c1	3%	-11%	-13%
COc1ccccc1C(=O)Nc1nnc([C@H]2C[C@H](O)[C@@H](CO)O2)s1	.	6%	5%
NC(=O)c1ncn([C@@H]2O[C@H](CNCc3cnc(N4CCOCC4)s3)[C@@H](O)[C@H]2O)n1	.	1%	-5%
CCOc1ccc(CCNC(=O)COC(=O)C2CCN(c3ccc(C(F)(F)F)cn3)CC2)cc1OCC	-28%	?	-27%
COc1ccc(C(=O)NCCCSC)cc1OC1CCN(C(C)C)CC1	6%	-11%	-6%
Cc1ccc(S(=O)(=O)N(C)C)cc1NC(=O)COC(=O)c1ccc(Cl)cc1	-6%	-7%	-8%
Cc1ccc(CN2CCNC2=O)cc1	-4%	0%	-14%
CCN(CC)CCN(C(=O)/C=C/c1cccs1)c1nc2ccc(OC)cc2s1	.	2%	0%
CSc1cccc(NC(=S)N(CCC(C)C)C2CCN(C(C)C)CC2)c1	-5%	-8%	-20%

15 consecutive compounds from above, for reference:
SMILES	KAT2A inh	DT40 TDP1 CPT	TDP1 cell noCPT
CCOC(=O)c1ccc(NC(=O)Nc2cc(C)on2)cc1	-3%	-29%	-22%
Cc1ccc(C(C)C)c(OCC(=O)N/N=C/c2cccn2C)c1	-30%	?	15µM*
CC1(C)CC2(CCO1)OC(=O)CC2C(=O)Nc1ccc(Cl)cc1[N+](=O)[O-] (stereo not given)	2%	?	-1%
COc1cc(/C=C2\SC(=N)N(c3ccc4c(c3)OCO4)C2=O)cc(OC)c1O	0%	-30%	?
CCCN(CCC)C(=O)CN1C(=O)CSc2ccc(S(=O)(=O)N3CCC(C)CC3)cc21	-3%	?	?
CNC(=O)/C(C#N)=C\c1cc(C)n(-c2ccc(N3CCOCC3)cc2)c1C	-7%	?	?
NC(=S)NN=C1c2ccccc2-c2ccccc21	-4%	5.2µM*	2.9µM*
Cc1ccc2cc(CCl)c(Cl)nc2c1	-10%	16µM*	21µM*
CCOc1ccc(NC(=O)COC(=O)Cn2cnnn2)cc1OCC	-25%	-25%	3%
O=C(/C=C\c1ccco1)Nc1cc([N+](=O)[O-])ccc1F	-1%	2.1µM*	1.6µM*
CCc1ccc(CNC(=O)c2cc3c(=O)n(CC)c4ccccc4c3s2)cc1	-1%	?	29µM*
CCC(CC)C(=O)Nc1ccc2nc(SCc3ccccc3)sc2c1	-9%	16µM*	16µM*
COCCN(C(=O)COC(=O)CSc1ccc(Cl)cc1)c1c(N)n(CC(C)C)c(=O)[nH]c1=O	4%	-9%	1%
Cc1ccc(CN2CCN(C(=O)CCC(=O)Nc3nnc(C(C)C)s3)CC2)c(C)c1	-6%	?	?
Cc1ccccc1CCNC(=O)C1CCC(=O)N(Cc2ccc(Cl)cc2)C1 (stereo not given)	-2%	-27%	?

The list continues:
SMILES	KAT2A inh	DT40 TDP1 CPT	TDP1 cell noCPT
Cc1cc(N2CCN(C)CC2)nc2ccc(NC(=S)N3CCC4(CC3)OCCO4)cc12	-2%	16%	5%
C[C@@H]1CN([C@H](C)CO)C(=O)c2cc(NC(=O)Nc3ccc(F)cc3)ccc2O[C@H]1CN(C)C(=O)Nc1ccc(C(F)(F)F)cc1	-9%	16µM*	21µM*
COc1ccc(C(C(=O)c2ccccc2)c2ccccc2)cc1 (stereo not given)	.	-19%	?
CC(=O)Nc1cccc(-c2csc(NCc3ccccc3)n2)c1	-5%	?	?
O=C(CCC(=O)OCC(=O)c1ccc(-c2ccccc2)cc1)Nc1cccc(Cl)c1	-4%	2%	1%
Cc1ccc(-c2cc(-c3nnc(SCC(=O)NCC(C)C)n3N)c3ccccc3n2)cc1	-2%	?	?
O=C(Nc1ccccc1C(=O)N1CCOCC1)C1COc2ccccc2O1 (stereo not given)	-2%	-30%	-4%
CCc1cc(=O)oc2cc(OCc3ccc(C(=O)O)o3)ccc12	-12%	4%	-23%
O=C(O)c1cc2c(cc1Br)OCCCO2	1%	-4%	-11%
Cc1ccc(Nc2nc(N)nc(-c3oc4ccccc4c3C)n2)cc1	7%	0.21µM*	0.058µM*
CCC(=O)N1CCc2cc(S(=O)(=O)NCCC(=O)NCc3ccc(C)cc3)ccc21	-3%	21µM*	?
CCCCC(=O)NC(=S)Nc1cccc(NC(=O)CC)c1	-1%	-17%	-21%
Cc1cc(NC(=O)CCC(=O)N(Cc2ccco2)C(C(=O)NC2CCCCC2)c2ccccc2)no1 (stereo not given)	-5%	?	?
O=C1CC(Cc2ccccc2)C(=O)N1c1ccccn1 (stereo not given)	3%	12%	8%
O=C(Nc1ccccc1Cl)c1ccc(S(=O)(=O)N2CCOCC2)cc1	3%	-2%	1%
Cc1ccn(CCC(=O)N2CCCC(N3CCN(c4ccccc4C)CC3)C2)n1 (stereo not given)	.	?	?
COC(=O)C(C(=O)OC)C(C(=O)OC)C(C(=O)OC)C(=O)OC	4%	4%	-9%
COCCn1c(=O)c(-c2ccc(Cl)cc2)nc2cnc(N3CCOCC3)nc21	-19%	1%	4%
CCCCCCCCC(=O)N1CCN(c2cc3c(cc2F)c(=O)c(C(=O)O)cn3CC)CC1	-18%	-24%	-15%
O=C(Nc1ccc(N2CCOCC2)c(Cl)c1)C1CCCCC1	-22%	21µM*	16µM*
CCc1ccc(NC(=O)CSc2ccc(-c3sc(-c4ccccc4)nc3C)nn2)cc1	-8%	?	12µM*
Cc1nc2ccccn2c1C(=O)NCC(C)C	2%	9%	5%
O=C(c1cc(-c2ccc(F)cc2)on1)N1CCCc2ccccc21	-12%	7%	7%
CCOC(=O)C1CCN(C(=O)Cn2nc(C)n3cccc3c2=O)CC1	-10%	7%	-9%
CCCCN(C)CCCNC(=O)c1ccc2c(c1)NC(=O)C(N1CCOCC1)S2 (stereo not given)	-23%	-2%	-3%
(list continues)
SMILES	KAT2A inh	DT40 TDP1 CPT	TDP1 cell noCPT
Cn1c(=O)c2c(-c3ccccc3)n3c(c2n(C)c1=O)C(c1ccccc1[N+](=O)[O-])Nc1ccccc1-3 (stereo not given)	-14%	23µM*	-82%
COc1ccc(CCNC(=O)CCc2cc(OC)c(OC)c(OC)c2)cc1	11%	-21%	-28%
COc1ccc(OC)c(C=Cc2ccc([N+](=O)[O-])cc2)c1	.	-12%	?
CC(=O)Nc1ccccc1OC(=O)N1CCOCC1	-4%	8%	3%
CC(=O)N(CC(=O)Nc1sc(C)c(C)c1C(N)=O)Cc1ccccc1	13%	?	?
Cc1cc(OCC[N+]2(C)CCCCC2)nc2ccccc12	-1%	?	21µM*
O=C(c1cccc(C(=O)N2CCN(c3ncccn3)CC2)c1)N1CCN(c2ncccn2)CC1	-5%	-113%	-8%
COc1ccc(C(=O)c2ccc([N+](=O)[O-])cc2)cc1S(=O)(=O)N1CCC(C(=O)O)CC1	-1%	15%	-15%
Cc1ccc(CNC(=O)CCCn2c(=O)c3ccccc3n(Cc3ccccc3C)c2=O)cc1	-3%	?	?
COC(=O)Cc1csc(Nc2c(C)n(C)n(-c3ccccc3)c2=O)n1	-7%	5%	1%
CCCN1C(=O)/C(=C/C=C2\N(CC)c3ccccc3C2(C)C)SC1=S	-6%	?	13µM*
C=CCN1C(=O)C(Cc2ccc(OC)cc2)S/C1=N/N=C/c1ccco1 (stereo not given)	-13%	3%	-21%
Cc1cc2oc(=O)cc(-c3ccccc3)c2c(C)c1-c1ccc(O)cc1	-10%	?	?
